# Bioassay records deposited in PubChem BioAssay by Broad Institute.
# TcdB inh: blocks C. difficile toxin B glycohydrolase activity; AID 652162; inhibition, % at 9.99 µM; TcdB glycohydrolase enzymatic assay, plate reader; actives 0.24% (n = 350,000); P18177; in the data active means inhibition above about 10%
# * marks the source's active call; other numbers are inactive results; & = joins results of further samples. A portion of the library (hit frequency here may not be typical).
SMILES,TcdB inh
O=C1NC(c2ccccc2)(c2ccccc2)C(=O)N1CNc1ccccn1,1.8
CC1=CC(=C2C=CC(=O)C=C2)C=C(C)N1C,0.7
CCCNC(=O)N1CC2(CN(CC3CC3)C2)c2c(n(C)c3cc(OC)ccc23)[C@H]1CO,0.1
C=C1C(=O)OC2/C=C(/C)CC/C=C(/C)CCC12 (centres undefined),-0.2
CCC(=O)N1CCC2(CC1)CN(Cc1ccc(Cl)cc1)[C@@H](CO)c1[nH]c3cc(OC)ccc3c12,0.5
COc1ccc2c3c([nH]c2c1)[C@@H](CO)N(CC1CC1)CC31CN(C(=O)C2CCOCC2)C1,-0.8
O=C(C1CCCC1)N1CC(=O)N2[C@H](C1)[C@H](c1ccc(C#Cc3cccc(F)c3)cc1)[C@@H]2CO,0.5
COC(=O)[C@]12C[C@H](CC(=O)NCCC(C)C)C(=O)N(CCC3=CCCCC3)C1=C[C@H](COCc1ccccc1)O[C@@H]2C,0.1
O=S(=O)(NCC[C@H]1CC[C@H](NS(=O)(=O)c2cccc(F)c2)[C@@H](CO)O1)c1cccc(F)c1,0.2
CC(C)NC(=O)N1CC(=O)N2[C@H](CO)[C@@H](c3ccc(/C=C/c4ccccc4)cc3)[C@@H]2C1,-0.5
COC(=O)C1=C(C)N(Cc2ccccc2C(F)(F)F)C(=NCc2ccc(C(F)(F)F)cc2)NC1c1cccc(Cl)c1 (centres undefined),0.2
CC1(C)OC(=O)C2=C(C[C@@H](C3CCCCC3)O[C@H]2c2ccccc2)O1,1.7
O=C(c1cccc(F)c1)N1CC(=O)N2[C@H](CO)[C@H](c3ccc(-c4cccnc4)cc3)[C@H]2C1,-0.4
C[C@@H]1CCCCO[C@@H](CN(C)C(=O)CCC(F)(F)F)[C@H](C)CN([C@H](C)CO)C(=O)c2cc(NC(=O)c3ccncc3)ccc2O1,-1.6
COc1ccc2c3c([nH]c2c1)[C@@H](CO)N(C(=O)C1CCCCC1)CC31CCN(S(C)(=O)=O)CC1,0.3
COc1ccc(NC(=O)Nc2ccc3c(c2)CC(=O)N([C@@H](C)CO)C[C@H](C)[C@H](CN(C)S(=O)(=O)c2ccc(Cl)cc2)O3)cc1,0.0
CCN(C)C1CN(Cc2cn(CCCC(=O)OC)nn2)S(=O)(=O)C1 (centres undefined),0.7
COc1ccc2c3c(n(C)c2c1)[C@@H](CO)N(C(=O)Cc1ccccc1)CC31CCN(C(=O)Cc2ccccc2)CC1,0.8
COCC#Cc1ccc(CC[C@H]2O[C@H]3CC[C@H](CO)O[C@H]3C[C@H]2n2cc(C3CC3)nn2)cc1,0.8
C/C=C/c1ccc([C@@H]2[C@H](CO)N(C(=O)C3CCOCC3)C23CN(C(=O)NC(C)C)C3)cc1,-0.3
C/C=C/c1ccc([C@H]2[C@@H](CO)N3C(=O)CN(C(=O)Nc4cc(F)ccc4F)C[C@@H]23)cc1,0.1
C[C@H](CO)N1C[C@H](C)[C@H](CN(C)Cc2ccc3c(c2)OCCN3C)OCc2ccccc2-c2c(n(C)c3ccccc23)C1=O,0.1
CC(C)(C)S(=O)N1Cc2cc(C(=O)NCc3ccc4c(c3)OCO4)nc(-c3cccc(-c4cc5ccccc5o4)c3)c2[C@H]1CCO (some centres undefined),-0.1
O=C(C(=O)N1CCC(CNC(=O)c2cccnc2Cl)CC1)c1cc2ccccc2o1,0.4
C[C@@H]1CN([C@@H](C)CO)C(=O)c2cccc(NC(=O)CCCCCC(=O)Nc3ccccc3N)c2O[C@H]1CN(C)CC1CC1,0.5
COc1ccc2c3c([nH]c2c1)[C@@H](CO)N(C(=O)NC(C)C)CC31CN(C(=O)NC(C)C)C1,0.9
C#CCN([C@H](/C=C/C1CC1)[C@@H](O)Cc1ccccc1)[C@@H]1C(=O)N2[C@@H]1SC(C)(C)[C@@H]2C(=O)OC,-0.6&-0.3
O=C(C[n+]1cccc(C(=O)Nc2ccccc2)c1)c1ccc(Cl)cc1,1.0
COc1ccc2c3c(n(C)c2c1)[C@@H](CO)N(Cc1ccccc1F)CC31CN(C(=O)C2CCOCC2)C1,-0.6
C/C=C/c1ccc([C@@H]2[C@H](CO)N3C(=O)CN(Cc4ccc(F)cc4)C[C@@H]23)cc1,-0.3

# Next part, overlapping the part above by three compounds.
SMILES,TcdB inh
O=C(C[n+]1cccc(C(=O)Nc2ccccc2)c1)c1ccc(Cl)cc1,1.0
COc1ccc2c3c(n(C)c2c1)[C@@H](CO)N(Cc1ccccc1F)CC31CN(C(=O)C2CCOCC2)C1,-0.6
C/C=C/c1ccc([C@@H]2[C@H](CO)N3C(=O)CN(Cc4ccc(F)cc4)C[C@@H]23)cc1,-0.3
COc1ccc2c3c(n(C)c2c1)[C@H](CO)NCC31CCN(C(=O)Nc2ccc(F)cc2F)CC1,0.8
CCCC(=O)N1CCC2(CC1)CN(C(=O)C1CCCC1)[C@H](CO)c1[nH]c3cc(OC)ccc3c12,-0.3
COC(=O)[C@@]12C[C@@H](CC(=O)N3CCN(C(=O)c4ccco4)CC3)C(=O)N(Cc3ccccc3)C1=CCC(C)(C)C2,3.2
COc1ccc(CN(C)C[C@@H]2OCCCC[C@H](C)Oc3ccc(NC(=O)CCCN(C)C)cc3C(=O)N([C@@H](C)CO)C[C@H]2C)cc1,-1.7
CC(C)C[C@H]1COc2cc(N3CCN(C)CC3)ccc2S(=O)(=O)N1,0.7
C[C@@H]1CN([C@@H](C)CO)C(=O)c2cc(NC(=O)CCCCCC(=O)Nc3ccccc3N)ccc2O[C@@H]1CN(C)S(C)(=O)=O,0.0
COC(=O)C[C@H]1C=C[C@@H](NC(=O)NC2CCCCC2)[C@@H](CO)O1,0.0
O=C(Nc1cc(F)ccc1F)N1CC(=O)N2[C@H](CO)[C@@H](c3ccc(-c4ccc(F)cc4)cc3)[C@H]2C1,0.2
CCN=C1NC(c2ccc(F)cc2)C(C(=O)OC)=C(C)N1Cc1cccc(C(F)(F)F)c1 (centres undefined),2.3
COc1ccccc1CCn1cnc(-c2cccc(Br)c2)c1CC(C)C,1.2
O=c1[nH]c(-c2ccccc2)cn1C1CCN(Cc2ccc(-c3nc4ccc(Br)cc4nc3-c3ccccc3)cc2)CC1,-0.1
CCS(=O)(=O)N1CC(=O)N2[C@H](CO)[C@@H](c3ccc(C#CC4CCCCC4)cc3)[C@H]2C1,0.8
Cc1ccc(S(=O)(=O)NCc2ccccc2Br)cc1,1.1
N#C[C@H]1[C@@H](c2ccc(C#Cc3cccc(F)c3)cc2)[C@@H](CO)N1C(=O)C1CCC1,-0.2
COCC(=O)N1CC(=O)N2[C@H](C1)[C@@H](c1ccc(C#CC3CCCC3)cc1)[C@@H]2CO,-0.6

# Molecules from the list above that have an NH in an aromatic ring (6):
SMILES,TcdB inh
CCC(=O)N1CCC2(CC1)CN(Cc1ccc(Cl)cc1)[C@@H](CO)c1[nH]c3cc(OC)ccc3c12,0.5
COc1ccc2c3c([nH]c2c1)[C@@H](CO)N(CC1CC1)CC31CN(C(=O)C2CCOCC2)C1,-0.8
COc1ccc2c3c([nH]c2c1)[C@@H](CO)N(C(=O)C1CCCCC1)CC31CCN(S(C)(=O)=O)CC1,0.3
COc1ccc2c3c([nH]c2c1)[C@@H](CO)N(C(=O)NC(C)C)CC31CN(C(=O)NC(C)C)C1,0.9
CCCC(=O)N1CCC2(CC1)CN(C(=O)C1CCCC1)[C@H](CO)c1[nH]c3cc(OC)ccc3c12,-0.3
O=c1[nH]c(-c2ccccc2)cn1C1CCN(Cc2ccc(-c3nc4ccc(Br)cc4nc3-c3ccccc3)cc2)CC1,-0.1

# Later entries:
SMILES,TcdB inh
CCOC(=O)C1=C(C(=O)OCC)C2(c3ccccc3)c3ccccc3C1(C)N2C (centres undefined),3.1
CC(C)NC(=O)Nc1ccc2c(c1)CC(=O)N([C@@H](C)CO)C[C@H](C)[C@@H](CN(C)Cc1ccc(C(=O)Nc3ccccc3N)cc1)O2,0.4
C[C@H](NC(=O)N(C)C[C@H]1OCc2ccccc2-c2c(n(C)c3ccccc23)C(=O)N([C@H](C)CO)C[C@H]1C)c1ccccc1,0.2
C[C@H]1CN([C@@H](C)CO)C(=O)c2cccc(NC(=O)CCCCCC(=O)Nc3ccccc3N)c2O[C@@H]1CN(C)C(=O)Nc1ccccc1,0.8
COc1ccc(-c2c(-c3ccsc3)oc3c2C(O)CCC3)cn1 (centres undefined),0.3
COC(=O)c1cc2c(c3c4cc(F)ccc4n(S(=O)(=O)c4ccc(OC)cc4)c13)C(=O)N(C)C2,1.3
O=C(c1ccccn1)N1CC(=O)N2[C@H](C1)[C@@H](c1ccc(C#Cc3ccccc3)cc1)[C@@H]2CO,-0.2
COc1ccc2c3c([nH]c2c1)[C@H](CO)N(Cc1ccccc1F)CC31CN(C(=O)C2CCCC2)C1,-0.9
Cc1cc2c(nc1C)CCCN2S(=O)(=O)c1cccs1,3.9
CC(C)(C)NC(=O)C1c2ccccc2OCC(=O)N1Cc1ccccn1 (centres undefined),2.0
CC(=O)NC[C@H]1[C@@H](c2ccc(C#CC(C)C)cc2)[C@@H](CO)N1Cc1ccccn1,0.7
C/C=C/c1ccc([C@H]2[C@@H](CO)N(C(=O)C3CC3)C23CN(S(=O)(=O)CC)C3)cc1,0.7
Cc1ccc(-c2ccc([C@H]3[C@H](CO)N4C(=O)CN(C(=O)Nc5ccc(F)cc5)C[C@@H]34)cc2)cc1,-0.6
O=C(C[C@@H]1CC[C@H]2[C@@H](COC[C@@H](O)CN2S(=O)(=O)c2ccc(Cl)cc2)O1)NCCN1CCCCC1,-1.6
CC(C)[C@@H](C)/C=C/[C@@H](C)[C@H]1CC[C@@H]2[C@]1(C)CCC1[C@]23C=C[C@]2(C[C@@H](O)CC[C@]12C)N(c1ccc([N+](=O)[O-])cn1)O3 (some centres undefined),1.0
CCCNC(=O)N1CC2(C1)CN(Cc1ccc(F)cc1)[C@H](CO)c1[nH]c3cc(OC)ccc3c12,-1.6
O=C(NCc1ccncc1)[C@@H]1CCCN1C(=O)[C@@H]1CCCN1C(=O)c1c(F)cccc1F,-10
CC(=O)N1CC(=O)N2[C@@H](CO)[C@H](c3ccc(C#Cc4cccnc4)cc3)[C@@H]2C1,0.3
COCC(=O)N1CC2(C1)CN(C(=O)Nc1ccccc1F)[C@@H](CO)c1[nH]c3cc(OC)ccc3c12,1.5
O=C(Nc1ccc(F)cc1)N1CC(=O)N2[C@H](CO)[C@H](c3ccc(C4=CCCC4)cc3)[C@@H]2C1,-0.2
OC(CCl)CCl,0.5
O=C1CN(S(=O)(=O)c2ccccc2)C[C@H]2[C@H](c3ccc(Br)cc3)[C@H](CO)N12,-0.8
CO[C@@H]1CN(C)C(=O)c2ccc(NC(=O)C3CC3)cc2OC[C@@H](C)N(C(=O)c2ccccc2F)C[C@@H]1C,0.3
COC(=O)c1cc2c(c3c4ccccc4n(S(=O)(=O)c4ccccc4)c13)C(=O)N(C)C2,1.1
COCC(=O)Nc1ccc2c(c1)OC[C@H](C)N(C(C)=O)C[C@H](C)[C@@H](OC)CN(C)C2=O,-0.2
CCOC(=O)N1CCN(C(C(=O)NC2CCCC2)c2cccc(OC)c2OC)CC1 (centres undefined),0.2
Cn1cnc(S(=O)(=O)N2CC[C@@H]3[C@H](CO)Nc4ccc(-c5ccccc5)cc4[C@@H]32)c1,-0.2
O=C(C1CCOCC1)N1CC(=O)N2[C@H](CO)[C@H](c3ccc(Br)cc3)[C@H]2C1,-0.8
COC(=O)C[C@H]1CC[C@@H](NS(=O)(=O)c2ccc(C)cc2)[C@@H](CO)O1,1.8
CSC12CCCN(CCC(C(C)(C)C)C1)C2=O (centres undefined),2.0
Cc1ccccc1-c1ccccc1[C@H]1[C@@H](C#N)N(C(=O)c2cccc(F)c2)[C@H]1CO,0.2
COC(=O)[C@@]1(Cc2ccc(F)cc2)[C@H]2c3cc(C(=O)N(C)C)n(CC4CC4)c3C[C@H]2CN1C(=O)c1ccccc1,2.3
COc1ccc(NC(=O)Nc2ccc3c(c2)CC(=O)N([C@H](C)CO)C[C@@H](C)[C@H](CN(C)S(=O)(=O)c2ccc(Cl)cc2)O3)cc1,-0.3
CCOC(=O)[C@]12Cc3ccccc3[C@H]1N(CCC(=O)OC)C(=O)c1ccccc12,2.7
O=C(C1CCCC1)N1CC2(C1)[C@@H](c1ccccc1)[C@H](CO)N2C(=O)NC1CCCC1,-0.5
Cc1ccc(-c2ccc([C@H]3[C@@H](CO)N4C(=O)CN(C(=O)Nc5cccc(F)c5)C[C@@H]34)cc2)cc1,-2.7
COc1ccccc1-c1ccc2c(c1)[C@@H]1[C@@H](CCN1C(=O)C1CCOCC1)[C@@H](CO)N2,-0.4
CC(C)[C@H](NC(=O)c1ccc(Cl)cc1Cl)C(=O)N1CCC[C@H]1C(=O)NCCc1ccccc1Cl,1.9
COC(=O)CN(CCCl)P1(=O)OCCCN1CCCl (centres undefined),-2.0
COc1ccccc1-c1ccccc1[C@H]1[C@@H](C#N)N(C(=O)C2CC2)[C@@H]1CO,-0.9
Cc1ccc(S(=O)(=O)Nc2ccc3c(c2)CC(=O)N([C@@H](C)CO)C[C@@H](C)[C@H](CN(C)C(=O)Nc2cccc4ccccc24)O3)cc1,0.5
N#C[C@@H]1[C@@H](c2ccccc2-c2ccccc2)[C@H](CO)N1C(=O)NC1CCCCC1,0.7
CCN(CC)C(=O)c1ncn2c1C(=O)NC[C@H]2C,1.1
CC(C)(C)C(=O)c1c(N)[nH]c(C(=O)c2ccccc2)c1-c1ccc(C(F)(F)F)cc1,0.6
OC[C@H]1[C@H](c2ccccc2)C2(CN(Cc3ccccc3F)C2)N1Cc1ccccc1F,0.3
O=C(C1CC1)N1CC(=O)N2[C@H](CO)[C@H](c3ccc(-c4cccnc4)cc3)[C@@H]2C1,-0.1
CCC(=O)N1CC(=O)N2[C@H](CO)[C@H](c3ccc(C#Cc4cccnc4)cc3)[C@H]2C1,0.1
